PMI inhibition: human PMI inhibitors, high substrate, primary screen, biochemical, fluorescence intensity, high mannose 6-phosphate (AID 1220) | recombinant PMI enzyme, coupled fluorescence intensity; higher % means a stronger effect | inhibition, % at 20 µM; hits with a dose series show IC50 in µM | actives 0.66% (n = 190,000)
K1F lysis inhibition: inhibition of K1F phage lysis, E. coli UTI89, bacterial capsule biogenesis inhibitors, alamar blue (AID 488966). E. coli UTI89 K1F phage lysis, alamar blue, 2 h; higher % means a stronger effect. inhibition, % at 100 µM; hits with a dose series show IC50 in µM. actives 0.02% (n = 340,000);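 active = phage lysis inhibition, versus mean bacterial control, above a set limit; inconclusive = no clear call, values can overlap the other calls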;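 note: capsule biogenesis inhibitors block K1F phage lysis so surviving cells raise fluorescence; higher fluorescence means more inhibition of phage lysis; actives were called in the ten point dose series up to 300 µM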
West Nile antiviral: West Nile virus antiviral activity, cell-based, CPE readout (AID 1621); CPE inhibition, % at 10 µM; hits with a dose series show IC50 in µM; actives 0.02% (n = 290,000); West Nile virus-infected cells, CPE inhibition; higher % means a stronger effect; in the data active = a potency from the dose series; inconclusive = CPE inhibition mostly from about 3.7% at the one dose, without a potency; inactive = the rest, 99 in 100 with CPE inhibition below about 2.2%; note: strong numbers were not always called active
human PMI inhibition: inhibitors of human PMI, primary screen, biochemical, fluorescence intensity, coupled assay (AID 1209); Mannose-6-phosphate isomerase (Homo sapiens); purified PMI enzyme, coupled fluorescence intensity; higher % means a stronger effect; inhibition, % at 20 µM, or IC50 in µM where a hit was titrated; actives 0.42% (n = 190,000);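 note: plate controls were DMSO vehicle for no effect and wells lacking substrate for full effect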
T cell HTS: modulators of CD8 T cell-vesicle binding, primary screen, mouse 2C CD8+ T cells, flow cytometry; calls only at 7 µM; 2C CD8+ T cell-vesicle binding; stronger effect = lower value; actives 0.068% (n = 330,000);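 active = response, share of CD8 T cells binding vesicles, and their 90th percentile fluorescence all below set limits, cut at about 80% in these data, passing the limit was not always enough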
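System: murine 2C transgenic CD8+ T lymphocytes; also added: QL9-loaded Drosophila micro-vesicles; times: binding 1.5 h at 37 °C; measured by: flow cytometry, PE anti-B7-1 (FL2) versus Alexa647 anti-CD8 (FL8), PFA-fixed; control set: Peptide-free naked vesicles (low) and QL9 vesicles with 0.7% DMSO vehicle (high)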
P. falciparum M1AAP: P. falciparum M1AAP inhibitors, biochemical, fluorogenic H-Leu-NHMec substrate, 1536-well (AID 1445) | inhibition, % at 30 µM; hits with a dose series show IC50 in µM | actives 0.42% (n = 220,000) | Aminopeptidase N (Plasmodium falciparum (isolate 3D7)) | recombinant M1AAP, H-Leu-NHMec fluorogenic kinetic assay; higher % means a stronger effect;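 active = primary inhibition above the hit cutoff, then over 50% inhibition at one or more dose response concentrations, cut at about 23% in these data, passing the limit was not always enough; inconclusive = conflicting primary data, or primary hits not chosen for dose response; inactive = low primary inhibition, or under 50% at every dose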;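 note: plate controls were DMSO full reaction for no effect and no enzyme background for full effect; strong numbers were not always called active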
TNAP activators: human TNAP enzyme activators, primary screen, biochemical, luminescent, no phosphate acceptor, uHTS (AID 1001); Alkaline phosphatase, tissue-nonspecific isozyme (Homo sapiens); actives 0.03% (n = 200,000); purified TNAP, luminescent activation assay, no phosphate acceptor; higher activation fold means a stronger effect; activation fold at 20 µM, or EC50 in µM where a hit was titrated; in the data active = activation fold from about 3, or a potency from the dose series; inactive = the rest, 99 in 100 with activation fold below about 1.6; note: many of its hits are not listed in these tables
P. falciparum M17LAP: P. falciparum M17LAP inhibitors, primary screen, biochemical, fluorogenic H-Leu-NHMec substrate, 1536-well (AID 1619). Leucine aminopeptidase (Plasmodium falciparum (isolate 3D7)). recombinant M17LAP, H-Leu-NHMec fluorogenic kinetic assay; higher % means a stronger effect. inhibition, % at 30 µM, or IC50 in µM where a hit was titrated. actives 0.38% (n = 220,000);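 active = compound inhibiting the enzyme by more than half at any dose during confirmatory dose-response retesting; inconclusive = strong single-dose inhibitors picked by rank but not retested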;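 note: plate controls were full reaction with DMSO carrier for no effect and no enzyme background for full effect; strong numbers were not always called active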
RSV antiviral HEp-2: RSV antiviral activity via CPE protection, HEp-2 cells, primary 10 µM value included (AID 2391). HEp-2 cells, RSV-induced CPE inhibition; higher % means a stronger effect. CPE inhibition, % at 10 µM, or IC50 in µM where a hit was titrated. actives 0.13% (n = 310,000); in the data active = a potency from the dose series; inconclusive = CPE inhibition mostly from about 23% at the one dose, without a potency; inactive = the rest, 99 in 100 with CPE inhibition below about 21%; note: strong numbers were not always called active
T cell HTS vesicle-bound %: also measured in T cell HTS; calls as there; double positive events, %; measured here: CD8+ vesicle-bound cell fraction;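 binding gate set so that unloaded-vesicle control wells show 10% double positive cells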
Active calls of the source: *; i = inactive; ? = inconclusive; · = no result given; [ ] = remark or other dose. Cut-off read from the data, not from the text of the source, unless noted: active = inhibition above about 50%; inactive = the rest.

SMILES	PMI inhibition	K1F lysis inhibition	West Nile antiviral	human PMI inhibition	T cell HTS	T cell HTS vesicle-bound %	P. falciparum M1AAP	TNAP activators	P. falciparum M17LAP	RSV antiviral HEp-2
O=C1c2ccccc2C(=O)N1c1ccc(Cc2ccncc2)cc1	·	-2.3%	0.1%	·	i	25	2%	·	-2%	1.3%
N#C[C@]1(S(=O)(=O)c2ccccc2)C[C@@H]2ON=C(c3cccc(Br)c3)[C@@H]2C1	·	0.1%	-1.6%	·	i	36	·	·	·	7.9%
COC(=O)/C(=C\Nc1ccccc1)NC(=O)c1ccc(Cl)cc1Cl	5%	-0.3%	0.0%	4%	i	58	-3%	1.1	1%	2.1%
COc1ccc(OC)c(N/C(N)=N/c2nc(C)cc(C)n2)c1	·	-0.1%	-0.3%	·	i	6	·	·	·	1.8%
Cc1ccccc1N1CN(Cc2ccco2)CNC1=S	4%	1.1%[50 µM]	0.1%	13%	i	47	2%	1	-2%	-0.5%
O=C(Nc1ccc(F)cc1)NC1CCCCCCC1	·	0.1%	0.6%	·	i	52	·	·	·	4.2%
COc1ccc(N2CCN(C(=O)CCCSc3nc4ccccc4[nH]3)CC2)cc1	12%	1.6%	-0.5%	16%	i	34	10%	1	2%	8.5%
COC(=O)C(C)Sc1nnc(Cc2cc(=O)[nH]c(=O)[nH]2)n1-c1cccc(OC)c1 (stereo not drawn)	6%	-2.5%	-0.6%	-3%	i	32	4%	1.1	-5%	-0.1%
Cc1ccc(NC(=O)O/N=C/c2ccc(Br)cc2)cc1	·	0.0%	-0.5%	·	i	55	·	·	·	2.2%
CN(C)Cc1c(O)ccc2occ(C(=O)c3ccccc3)c12	4%	5.5%	-0.1%	5%	i	32	15%	1.1	0%	0.0%
CCCOc1ncnc2c1[nH]c1ccccc12	7%	0.4%	·	13%	i	31	2%	1.1	1%	-0.3%
COc1cc([C@H]2[C@@H]3CCCC[C@]3(O)CCN2Cc2ccccc2F)ccc1O	4%	0.3%	-0.2%	1%	i	42	7%	1	3%	0.2%
CNc1ccc(/C=C(\C#N)C(=O)Nc2ccccn2)cc1[N+](=O)[O-]	·	1.2%	-0.4%	·	i	24	·	·	·	-0.3%
O=c1c2c(n3nnnc3n1Cc1ccccc1)-c1ccccc1CC21CCCC1	5%	-0.7%	-0.9%	5%	i	11	1%	1.1	-4%	1.3%
CC(C)C[C@@H]1NC(=O)N(CCCn2ccnc2)C1=O	·	1.4%[50 µM]	0.2%	·	i	46	·	·	·	0.5%
O=C(NNc1ccc(Cl)cc1)c1sccc1Cl	·	0.3%	-0.1%	·	i	26	2%	·	-4%	·
N/C(=N\OC(=O)CCc1ccccc1)c1cccc(Br)c1	-5%	0.1%	-0.9%	0%	i	25	-5%	1.1	6%	1.3%
CCOC(=O)C1CCN(C(=O)CCCn2c(=O)c3cccn3c3cccnc32)CC1	·	0.0%	0.5%	·	i	34	·	·	·	2.5%
CCCCN(CC)CCNC(=O)c1cc2c(=O)n(C)c3ccccc3c2s1	·	-0.2%	12%	·	i	44	·	·	·	-1.6%
Oc1ccccc1C=NCC(O)c1ccccc1 (stereo not drawn)	24%	0.7%[50 µM]	0.0%	16%	i	35	4%	0.9	15%	2.0%
CN(C)/C=N/c1sc2c(c1C#N)CCC2	22%	3.8%	-0.3%	12%	i	21	14%	1.2	10%	5.6%
Cc1c(C(=O)NCCSCc2c(F)cccc2Cl)cnn1-c1ccc(Cl)cc1	·	·	-1.3%	·	i	3	2%	·	-2%	47%
CC(C)OC(=O)NCCOC(=O)Nc1ccc(Cl)c(Cl)c1	-3%	-0.5%	3.3%	-3%	i	29	-3%	1	-2%	4.6%
Cc1ccc(NC(=O)CC2S/C(=N/N=C3\CCCc4ccccc43)NC2=O)cc1 (stereo not drawn)	11%	0.2%	-0.4%	12%	i	36	4%	1	3%	59%
Cc1ccc(N2CC(C(=O)NCCS(=O)(=O)N3CCN(c4ccccc4F)CC3)CC2=O)cc1 (stereo not drawn)	·	0.2%	-0.2%	·	i	12	·	·	·	0.8%
COc1cc(NC(=S)N2CCCC(CO)C2)cc(OC)c1 (stereo not drawn)	4%	0.9%	0.1%	-2%	i	51	-8%	1.2	-2%	0.8%
N#Cc1c(C(F)(F)F)cc(-c2cccc(Cl)c2)[nH]c1=O	10%	-0.7%	0.9%	13%	i	55	4%	1	i	8.5%
CC(=O)c1ccccc1OCCCN1CCCCC1	-3%	-0.3%	-0.4%	0%	i	49	3%	1.1	13%	1.3%
Cc1oc2c(CN3CCCCC3C)c(O)ccc2c(=O)c1-c1ccc(Br)cc1 (stereo not drawn)	·	0.1%[50 µM]	-0.9%	·	i	35	·	·	·	0.1%
C/C(=N/NC(=O)Cc1cccc2ccccc12)c1cccs1	16%	0.3%	0.3%	21%	i	28	2%	1.1	5%	16%
OC(COc1ccc(Br)cc1)Cn1ccnc1 (stereo not drawn)	·	0.1%	-0.1%	·	i	59	·	·	·	-0.1%
O=C(Nc1nnc(-c2ccncc2)o1)c1ccc2ccccc2c1	·	0.0%	-0.1%	·	i	22	·	·	·	-2.2%
CC(C)CCNC(=O)C(NS(=O)(=O)c1ccc2c(c1)c(=O)n(C)c(=O)n2C)c1ccccc1 (stereo not drawn)	-11%	-0.6%	·	3%	i	41	-3%	1.1	-9%	1.9%
Cc1[nH]c(=O)[nH]c(=O)c1S(=O)(=O)N1CCN(c2cccc(Cl)c2)CC1	9%	0.6%	1.6%	12%	i	1	5%	1	-8%	1.2%
CN1CCCN(C(=O)c2ccccc2Cl)CC1	·	0.1%	0.6%	·	i	52	·	·	·	0.6%
O=C(CSc1nc(O)c(Cc2ccccc2)c(=O)[nH]1)N1CCOCC1	·	-0.1%	0.0%	·	i	48	1%	·	2%	1.1%
O=C(O)CC1(CC(=O)Nc2cccc(C(F)(F)F)c2)CCCC1	·	1.4%[50 µM]	0.0%	·	i	44	-7%	·	11%	2.0%
O=C1OCc2ccc(NS(=O)(=O)c3ccc(C(F)(F)F)cc3)cc21	·	·	0.8%	·	i	14	-1%	·	14%	3.3%
CN(C)CCCN(C(=O)CCS(=O)(=O)c1ccccc1)c1nc2cc3c(cc2s1)OCO3	·	0.0%[50 µM]	-2.1%	·	i	9	·	·	·	8.6%
Cn1cnc(S(=O)(=O)N2CCc3ccccc32)c1	-2%	0.5%	0.1%	3%	i	55	5%	1.2	-7%	2.0%
COc1cc(/C=C/C(=O)N2CCCC2)cc(OC)c1OC	-11%	5.0%	0.4%	-10%	i	32	3%	1.2	-1%	1.5%
CCOC(=O)Cc1csc(NC(=O)CN2CCN(CC)CC2)n1	·	3.7%	-0.3%	·	i	52	·	·	·	0.5%
CCN(CC)c1nc2ccccc2c(N)c1-c1ccccc1	-1%	-0.4%	-0.6%	4%	i	42	6%	1.1	30%	2.5%
COc1ccc(CC2(CO)CCN(Cc3cnn(C)c3)CC2)cc1	8%	2.3%	-0.7%	-3%	·	·	·	1.1	·	·
COc1ccc(C(=O)Nc2nnc(SCC(=O)NC3CC3)s2)cc1	·	0.1%	-0.6%	·	i	41	·	·	·	3.1%
CCCn1cc(SCC(=O)NC2CCCC2)c2ccccc21	·	0.0%	0.1%	·	i	67	·	·	·	2.0%
CN(C(=O)CSc1nnc(-c2ccco2)n1N)C1CCCCC1	9%	0.4%	-0.1%	6%	i	22	2%	1.1	-1%	1.8%
O=C(NCCc1ccccc1)c1ccccc1F	8%	0.4%	-0.2%	5%	i	49	-2%	1.1	6%	2.3%
CC(C)c1ccc(N(CC(=O)NCCc2ccccc2)C(=O)c2csnn2)cc1	·	-0.1%	-2.1%	·	i	24	·	·	·	0.0%
C=CCn1c(NC(=O)CC)c(C(=O)OCC)sc1=S	10%	-0.2%	·	17%	i	13	11%	1	11%	1.8%
(next part)
SMILES	PMI inhibition	K1F lysis inhibition	West Nile antiviral	human PMI inhibition	T cell HTS	T cell HTS vesicle-bound %	P. falciparum M1AAP	TNAP activators	P. falciparum M17LAP	RSV antiviral HEp-2
CCCCOc1ccc(/C(O)=C(\C#N)c2nc3ccccc3[nH]2)cc1	·	0.0%	-0.4%	·	i	27	·	·	·	0.8%
CCOC(=O)CSC1=C(C#N)C(c2ccc(Cl)cc2)C(C(=O)OC)C(=O)N1 (stereo not drawn)	10%	1.8%	0.2%	13%	i	8	11%	1.1	44%	-1.4%
COc1ccccc1NC(=O)COc1ccc(CO)cc1Cl	18%	1.0%	0.1%	15%	i	36	1%	1.1	3%	?
CN(C(=O)NC(=O)C1=C(N2CCOCC2)/C(=C/c2ccccc2)CC1)S(C)(=O)=O	-4%	?	0.2%	-8%	i	30	8%	1	-42%	1.1%
CC(=O)c1ccc(NC(=S)N2CCC(Cc3ccccc3)CC2)cc1	·	0.1%	0.5%	·	i	33	1%	·	3%	2.0%
Nc1nc(/C=C/c2ccc(F)cc2)nc(-c2ccccc2O)n1	-3%	0.3%	-0.2%	-5%	i	56	9%	1.1	2%	0.5%
Fc1ccccc1-c1nnc2c3ccccc3nc(N3CCOCC3)n12	8%	0.4%	0.7%	10%	i	46	17%	1.1	2%	-1.1%
CCOC(=O)C1CCCN(c2c(C(=O)c3ccccc3)cnc3ccccc23)C1 (stereo not drawn)	1%	0.1%	3.0%	1%	i	51	3%	1	-3%	2.7%
CC(C)C(=O)NNC(=O)CSc1ncnc2c1cnn2-c1ccccc1Cl	·	1.3%	-0.7%	·	i	22	·	·	·	0.8%
CS(=O)(=O)c1nc(S(=O)(=O)c2ccc(Cl)cc2)c(N2CCCCC2)s1	·	0.4%	1.7%	·	i	30	·	·	·	1.6%
COc1ccc(OC)c(C(=O)NC(CC(N)=O)c2ccc(NCCOc3ccccc3)c([N+](=O)[O-])c2)c1 (stereo not drawn)	·	2.6%	-0.8%	·	i	13	·	·	·	-1.0%
O=C(COC(=O)/C=C/c1ccco1)NCc1ccccc1Cl	-2%	1.7%	-1.0%	-10%	i	50	6%	1.1	13%	0.3%
